From PubChem BioAssay
INS promoter inh: TRM-6 insulin promoter activity inhibition | hit rate 0.9% among 130,000 | TRM-6 cells (human fetal islet line), insulin promoter-eGFP reporter, imaging; reporter expression induced with tamoxifen | inhibition, % at 2 µM | AID 1273;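 active means inhibition above the mean plus 3 SD, with well images judged a real hit on visual review, cut at about 60% in these data, passing the limit was not always enough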
SDO1 yeast rescue: sdo1-depleted yeast growth rescue; hit rate 0.21% among 140,000; AID 817; z-score at 10 µM; S. cerevisiae sdo1-depleted JHY4D growth rescue, OD600 30 h; stronger effect = higher value; pdr5 snq2 efflux-pump mutant strain;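 active means z-score above 3 at both the 24 hr and the 30 hr optical density reads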;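 further: z-score against mean and SD of all compound wells on the same plate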
SDO1 yeast rescue Rescue 24 h: second read-out of SDO1 yeast rescue, no call of its own (marks repeat the call); z-score; S. cerevisiae sdo1-depleted JHY4D growth rescue, OD600; measured here: growth rescue at 24 h;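 0 is the plate mean of compound wells and units are plate SD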
Numbers without * were called inactive; nt = not tested or not shown. Not all compounds are listed; the hit share may differ from the screen's.

SMILES | INS promoter inh | SDO1 yeast rescue | SDO1 yeast rescue Rescue 24 h
Cc1ccc(S(=O)(=O)/C(C#N)=C/c2c(N3CC(C)OC(C)C3)nc3c(C)cccn3c2=O)cc1 (stereo not given) | 3 | 0.45 | 0.76
CC(=O)c1cccc(NC(=O)c2ccc(C)o2)c1 | 8 | nt | nt
CCc1cc2c(=O)c(-c3nc(C)cs3)coc2cc1OC(C)C(=O)NCCO (stereo not given) | 7 | -0.54 | -1.1
Cc1nc2ccccc2c(=O)n1NC(=O)/C=C/c1ccccc1 | -14 | 1.2 | 1.3
Cc1ccc2oc3c(c(=O)c2c1)C(c1cccc(Br)c1)N(Cc1ccco1)C3=O (stereo not given) | 17 | 0.44 | 2.4
O=C(/C=C/c1ccco1)NC(=S)Nc1ccc(O)c(-c2nc3ccccc3s2)c1 | nt | -0.45 | 0.92
CNC(=O)c1sccc1SCc1ccc(Cl)cc1Cl | -52 | -0.96 | -0.99
O=C(CCc1ccccc1)NNC(=O)COc1ccccc1 | nt | 0.8 | -0.03
Cc1occc1C(=O)NCc1ccc(C(=O)O)o1 | -51 | 0.43 | -0.59
CCC(C)N1C(=O)C2C(C(=O)Nc3cccc(OC)c3)C3C=CC2(O3)C1C(=O)NC1CCCCC1C (stereo not given) | nt | 1.1 | 1.2
COc1ccccc1NC(=O)CSc1nc2n[nH]c(C)c2c(=N)n1-c1ccccc1Cl | -42 | -1.8 | -1.4
CN(C(=O)COC(=O)c1ccccc1SCC(=O)NC1CCCCCCC1)C1CCS(=O)(=O)C1 (stereo not given) | 6 | -0.23 | -0.07
CC(=O)N1CCCc2cc(S(=O)(=O)NC(C(=O)NC(C)c3ccccc3)C(C)C)ccc21 (stereo not given) | nt | -0.01 | -1.5
O=C(Oc1ccc(-c2nc(-c3ccccn3)no2)cc1)c1ccccc1 | 19 | -0.57 | 0.83
CC(C)CN(C(=O)COC(=O)c1ccccc1SCC(=O)NC1CCCCCC1)C1CCS(=O)(=O)C1 (stereo not given) | nt | 0.46 | 0.79
COc1cc(C2Nc3ccc4ncccc4c3C3=C2C(=O)CCC3)ccc1O (stereo not given) | -58 | 0.81 | 0.85
CCc1nn(CC(=O)O)c(=O)c2ccccc12 | 3 | 0.12 | -0.03
O=C(COC(=O)Cc1ccc(-c2ccccc2)cc1)NCc1ccc(F)cc1 | 15 | -0.51 | -0.11
N#CC(C#N)=C1CCc2ccccc2N1 | 56 | 1.1 | 1.4
c1ccc(-c2nnc3sc(-c4csc5c4CCCC5)nn23)cc1 | -7 | -1.8 | -1.6
Cn1c(=O)n(C)c(=O)n(CC(=O)N2CCCCC2)c1=O | 72 | 0.31 | -0.2
Cc1nnsc1C(=O)NC(C)c1ccccc1 (stereo not given) | 8 | nt | nt
Cc1c(NC(=O)CSc2nnc3sc4ccccc4n23)c(=O)n(-c2ccccc2)n1C | -3 | 0.99 | 0.62
CC(=O)c1cc(F)c(N2CCCCCC2)cc1C | 13 | 0.93 | 1.2
CCOc1ccccc1N1CCN(S(=O)(=O)CC)CC1 | nt | 0.31 | -0.44

Results in INS promoter inh, for some of the entries so far:
| molecule | INS promoter inh |
| --- | --- |
| COc1cc(C2Nc3ccc4ncccc4c3C3=C2C(=O)CCC3)ccc1O (stereo not given) | -58 |
| CCc1nn(CC(=O)O)c(=O)c2ccccc12 | 3 |

(further entries)
SMILES | INS promoter inh | SDO1 yeast rescue | SDO1 yeast rescue Rescue 24 h
CCC(=O)NC(=S)Nc1ccc(NC(=O)c2ccccc2[N+](=O)[O-])cc1 | nt | 0.13 | 0.34
CN(CCOc1ccccc1)c1ccc(S(=O)(=O)N2CCCCC2)cn1 | 42 | -0.74 | -0.72
CC(C)[C@H](NC(=O)c1ccc(Cl)c([N+](=O)[O-])c1)C(=O)NCc1ccc(Cl)cc1Cl | -45 | -0.59 | 0.64
Cc1ccccc1CSCCNC(=O)Nc1ccccc1 | 12 | nt | nt
Cc1ccc(C2C(C#N)=C(N)Oc3c2c(=O)n(C)c(=O)n3C)cc1 (stereo not given) | 2 | 0.97 | 1.2
NC(=O)c1cccnc1Nc1ccccc1Cl | 37 | 0.01 | -0.02
CC(C)(C)OC(=O)N1CCCC1C(=O)N1CCCC1C(=O)N1CCCC1C(=O)O (stereo not given) | 56 | 0.72 | 1.2
C/C(=N\NC(=O)c1c(Br)c(C)nn1C)c1cccc(NC(=O)c2ccccc2C)c1 | 17 | -0.6 | -0.53
O=C(NCc1ccco1)c1cnn2c(C(F)(F)F)cc(-c3ccccc3)nc12 | nt | -0.97 | -1
COc1ccc(NC(=S)NNC(=O)COc2ccc(Cl)cc2Cl)cc1 | 31 | -0.87 | -1.2
O=C(/C=C/NNC(=O)c1cccc(Br)c1)c1ccccc1 | 14 | 0.28 | 1.1
CCOc1ccc(NC(=S)NCCCN2CCOCC2)cc1 | 40 | nt | nt
O=C1c2ccccc2C(Nc2cccnc2)N1Cc1ccc2c(c1)OCO2 (stereo not given) | nt | 0.61 | 0.5
O=C(c1ccco1)N1CCN(c2ncnc3scc(-c4cccs4)c23)CC1 | -31 | -1.3 | -1.4
CCCNC(=O)N[C@@H](Cc1ccccc1)C(=O)OC | 7 | 0.31 | 1.2
COc1cc(C2NC(=O)NC(O)(C(F)(F)F)C2C(=O)c2cccs2)ccc1O (stereo not given) | -24 | 0.08 | 0.45
COc1ccccc1NC(=O)C1=C(C)Nc2nc(-c3ccc(N(C)C)cc3)nn2C1c1ccncc1 (stereo not given) | 60 | 1.5 | 2.1
O=C1C2CC=C(Cl)CC2C(=O)N1CCC[n+]1ccccc1 (stereo not given) | -33 | 1.2 | 1.4
O=C(NCCc1ccc(Cl)cc1)c1cccs1 | -14 | nt | nt
CCn1cc(C(=O)NCCCN2CCC(C)CC2)c(=O)c2cc(S(=O)(=O)N3CCCC3)ccc21 | nt | 2.6 | 4.6
C=CCNC(=O)NC(=O)COn1nnc2ccc(S(=O)(=O)N(C)C)cc21 | 17 | 0.05 | -0.34
COC(=O)c1oc2ccc(Br)cc2c1NC(C)=O | nt | 0.89 | 0.75
Cc1cccc(NC(=O)CCc2ccccc2)c1 | 25 | nt | nt
Cc1ccc(/C=C/C2=NN(Cc3ccc(Cl)c(Cl)c3)C(=O)CC2)cc1 | nt | -1.7 | -0.55
O=C(NCCNC(=O)c1ccc(Br)o1)c1ccc(Br)o1 | 29 | 0.14 | 0.16

The results go on:
molecule | INS promoter inh | SDO1 yeast rescue | SDO1 yeast rescue Rescue 24 h
O=C(/C=C/c1ccc(OCc2ccccc2)c(OCc2ccccc2)c1)c1cccnc1 | -5 | -0.08 | 0.46
COc1ccccc1CNC(=O)CSc1nc(-c2ccccc2)cn1N | nt | -0.05 | -0.89
COc1ccccc1-c1noc(-c2cc(OC)c(OC)c(OC)c2)n1 | 51 | -1.5 | -1.5
CC(=O)Nc1ccc(-c2ccc(NC(C)=O)cc2)cc1 | -62 | nt | nt
Cc1ncc([N+](=O)[O-])n1CC(=O)NC1CCCCCC1 | 0 | nt | nt
O=C(/C=C/c1ccc[nH]1)c1ccccc1 | -27 | nt | nt
CC(=O)c1cccc(NC(=O)NCc2ccco2)c1 | 6 | 0.28 | 0.53
Cc1ccccc1CSCC(=O)Nc1ccccc1-c1ccccc1 | -64 | -0.29 | -0.01
CC1=C(C(=O)N2CCOCC2)C(c2ccc(Cl)cc2)NC(=S)N1 (stereo not given) | nt | 0.77 | 0.5
O=C(N/N=C\c1cn(-c2ccccc2)nc1-c1ccccc1)c1ccc2c(c1)OCO2 | 0 | -1.2 | -0.89
Cc1n[nH]c(C)c1CCc1nc2c3ccccc3nc(SCC(N)=O)n2n1 | -6 | -0.15 | -0.1
Cc1cc(C(=O)N/N=C/c2cccs2)no1 | -33 | 1.7 | 1.9
Cc1nc(CC(=O)O)c(-c2ccccc2)s1 | 12 | 0.45 | -0.08
CC(=O)N1CCc2cc(NC(=O)c3ccc(C)cc3)ccc21 | 6 | 0.37 | 0.4
Cc1ccc(C2CC(c3ccccc3OC(F)F)Nc3ncnn32)cc1 (stereo not given) | 4 | 0.17 | -0.57
CCC(Oc1ccccc1)C(=O)NCCOC (stereo not given) | 35 | 3.6 | 1.7
Cc1ccc(-c2ccc(/C=N/NC(=O)CN3CCOCC3)o2)cc1[N+](=O)[O-] | -23 | nt | nt
COC(=O)C1=C(C)NC(=O)CC1c1ccc(C(=O)OC)cc1 (stereo not given) | -36 | -0.68 | -1.3
COc1cc(OC)c(OC)cc1/C=N/NC(=O)c1ccc(=O)n(C)c1 | -25 | 0.77 | 1.3
O=S1(=O)N=C(N/N=C/c2ccco2)c2ccccc21 | 27 | nt | nt
Cc1ccc(S(=O)(=O)N(C)CCCC(=O)Nc2ccncc2)cc1 | nt | 0.41 | 0.05
CC1CC(=O)C2=C(C1)Nc1ncnn1C2c1ccccc1 (stereo not given) | 0 | 0.58 | 0.4
Cc1cc(C(=O)Nc2c(F)cc(F)cc2Br)c(C)o1 | nt | -0.53 | -0.55
NC(=S)N/N=C/c1ccccc1OCc1cccc(Cl)c1 | nt | -1.9 | -0.72
CCOCCCNCc1cc(Br)ccc1OCc1ccccc1 | -30 | 0.08 | -0.21
CCOC(=O)CC(=O)CSc1ncnc2c1nnn2-c1ccc(F)cc1 | -100 | nt | nt
CCCCCCCC[n+]1cccc(C(=O)N2c3c(nc(N)[nH]c3=O)NC(C)C2C)c1 (stereo not given) | 21 | 0.24 | -0.35
CCCn1c(SCC(=O)Nc2cc(S(=O)(=O)N3CCOCC3)ccc2OC)n[nH]c1=O | 43 | 0.57 | 0.4
COc1ccc(C)cc1NC(=O)C(Sc1nncn1C)c1ccccc1 (stereo not given) | 33 | nt | nt
Cc1ccccc1C(=O)N/N=C1/SCC(=O)N1Cc1ccc2c(c1)OCO2 | -31 | 0.4 | 0.16
CC(=O)c1c(O)cc(=O)n(-c2ccccc2)c1-c1ccc(Cl)cc1 | 14 | 0.07 | -0.89
Clc1ccc(-c2nnc(NCc3ccccc3)c3ccccc23)cc1 | nt | -1.6 | -1.5
C=CCNC(=S)N(C1CCCCC1)C1CCCCC1 | -58 | nt | nt
Cc1cc2c(s1)c1cnn(CC(=O)NCCc3ccccc3)c(=O)c1n2C | nt | -0.57 | -0.29
COc1ccccc1-c1ccc(C(=O)O)o1 | 19 | -0.03 | -0.47
COC(=O)CN1C(c2ccccc2)=Nc2ccc(Cl)cc2C1c1ccccc1 (stereo not given) | -23 | -0.78 | 0.11
Cc1onc(-c2ccccc2)c1C(=O)c1c[nH]c(C(=O)NCc2ccccn2)c1 | -44 | nt | nt
O=C(NCC1CCCO1)C(c1cccs1)N(C(=O)c1ccc(-c2ccccc2)[nH]1)C1CCCC1 (stereo not given) | 7 | -0.81 | -0.8
O=C(Nn1c(Cc2cccs2)nc2ccccc2c1=O)c1ccc(F)c(F)c1 | -419 | -0.5 | -0.87
CCCCOc1ccc(C(C)NC(=O)C2CCCN(S(=O)(=O)CCC)C2)cc1 (stereo not given) | -11 | -0.35 | -0.44
CC(C)=C1C2CCC1C1C(=O)N(c3nc(-c4ccc(F)cc4)c(C)s3)C(=O)C21 (stereo not given) | nt | -1.6 | -1.4
CC(NC(=O)c1cccc(Cn2cc([N+](=O)[O-])cn2)c1)c1ccc(C(C)(C)C)cc1 (stereo not given) | -14 | -0.35 | 0.33
CCn1c(=S)ccc2ccc(OC)cc21 | -30 | 0.61 | -0.08
O=C(Cn1cnc2c(cnn2-c2ccc(Cl)cc2)c1=O)NCCc1ccccc1 | nt | -0.57 | -0.77
CC(Cc1c[nH]c2ccccc12)NC(N)=O (stereo not given) | 17 | nt | nt
CC(=O)N1CCc2cc(S(=O)(=O)NCCC(=O)Nc3ccc4c(c3)OCCO4)ccc21 | nt | 2.9 | 3.5
c1ccc(-n2nnnc2NCCc2c[nH]c3ccccc23)cc1 | nt | -0.44 | -1.3
COC(=O)Nc1sc2c(c1C(=O)NC1CC1)CCCCCC2 | -50 | -0.07 | -0.14
CS(=O)(=O)N1CCN(c2ccccc2NC(=O)c2cccc3ccccc23)CC1 | 50 | -0.18 | -0.12
CC1CCCCC1NC(=O)COn1nnc2ccc(Cl)cc21 (stereo not given) | 11 | -0.81 | -1.1
NC(=O)COC(=O)Cc1coc2cc3c(cc12)CCC3 | 15 | nt | nt
O=C(Oc1ccccc1)c1cccc2cccnc12 | -42 | 1.8 | 0.69
Cc1ccccc1/C=N/NC(=O)c1sccc1C | 31 | 0.99 | 1
Cc1ccc(C(C(=O)NC2CCCCC2)N(CC2CCCO2)C(=O)CNC(=O)c2ccco2)cc1 (stereo not given) | nt | 0.72 | 0.26
CC(C)C(=O)NC(c1ccco1)c1ccc2cccnc2c1O (stereo not given) | -23 | 1.1 | 0.5
O=C(CN1C(=O)c2ccccc2S1(=O)=O)Nc1ccc(S(=O)(=O)N2CCCC2)cc1 | -22 | 1.2 | 0.59
CCc1ccccc1NC(=O)CSc1nnc(-c2ccco2)n1N | nt | -0.42 | -0.81
Cc1ccc(S(C)(=O)=O)cc1S(=O)(=O)Nc1ccccc1 | -19 | 1.2 | 1.1
CN(C(=O)c1ccncc1)c1nnc(-c2ccccn2)s1 | nt | -0.16 | -0.56
O=C1NC(=O)C(Nc2cccc3ccccc23)S1 (stereo not given) | 65 | 0.94 | 1.3

Record cards, from the list above. Values in the order: INS promoter inh, SDO1 yeast rescue, SDO1 yeast rescue Rescue 24 h
Record of `O=C(Cn1cnc2c(cnn2-c2ccc(Cl)cc2)c1=O)NCCc1ccccc1` = nt, -0.57, -0.77
Record of `O=C(NCC1CCCO1)C(c1cccs1)N(C(=O)c1ccc(-c2ccccc2)[nH]1)C1CCCC1` (stereo not given) = 7, -0.81, -0.8
Record of `O=C(Nn1c(Cc2cccs2)nc2ccccc2c1=O)c1ccc(F)c(F)c1` = -419, -0.5, -0.87
Record of `Cc1cc2c(s1)c1cnn(CC(=O)NCCc3ccccc3)c(=O)c1n2C` = nt, -0.57, -0.29
